High-throughput results from PubChem BioAssay.
TLR9-MyD88 inh: inhibitors of TLR9-MyD88 association in cells, primary screen, cell-based, CHO, BLA complementation, fluorescence. CCF4 FRET ratio. inhibition, % at 4.98 µM. actives 0.21% (n = 340,000);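 active = inhibition above the mean over all tested compounds plus 3 SD, cut at about 21% in these data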;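 note: 0% = DMSO only wells and 100% = clavulanate BLA inhibitor control wells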
TROY signal inh: inhibitors of TROY-driven NF-kB signaling, primary screen, Q293 LMP1-TROYcd cells, NF-kB luciferase, uHTS | actives 0.98% (n = 360,000) | Q293 LMP1-TROYcd NF-kB luciferase reporter, 4 h | inhibition, % at 10 µM | AID 1347056, 2019;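 active = compounds whose plate-normalised and pattern-corrected inhibition of the luciferase reporter signal at the single screening dose is 50% or more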
SRC1 inh: SRC1 coactivator transcriptional activity inhibitors, primary screen, cell-based, luminescence; AID 588354, 2011; HEK293 GAL4-SRC1 luciferase reporter; Nuclear receptor coactivator 1 (Homo sapiens), Q15788; inhibition, % at 3.6 µM; actives 0.12% (n = 360,000);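 active = inhibition above the campaign mean plus 3 SD, with each screening campaign given its own cutoff, cut at about 60% in these data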;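 note: 0% = DMSO treated cells and 100% = gossypol at 36 µM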
C8 TRAIL sens: viability loss with TRAIL in NB7+C8 cells, primary screen, TRAIL sensitizer project, cell-based, ATPlite luminescence; actives 1% (n = 360,000); AID 624354, 2012; inhibition (viability loss, TRAIL sensitization), % at 10 µM;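 active = compounds causing at least 50% loss of cell viability in the single-dose screen, relative to plate controls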
NR5A2 inv ag: LRH-1 (NR5A2) inverse agonists, primary screen, cell-based, luminescence, HEK293T, StAR-luciferase reporter | Nuclear receptor subfamily 5 group A member 2 (Homo sapiens), O00482 | LRH-1 transfected, 24 h | inhibition, % at 3.6 µM | actives 0.13% (n = 360,000) | AID 602396, 2012;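 active = inhibition above the mean inhibition of all tested compounds plus 3 SD, cut at about 73% in these data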;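 note: 0% = DMSO wells and 100% = reporter-only cells lacking LRH-1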
EBV LMP1 NFkB: EBV LMP1-driven NF-kappaB luciferase reporter inhibitors, primary screen, cell-based, luminescence, single point. LMP1-induced NF-kappaB luciferase reporter cells. inhibition, % at 12.5 µM. actives 0.69% (n = 350,000). AID 504558, 2011; in the data active = inhibition above about 41%;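 note: 0% = neutral control wells and 100% = reference inhibitor control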
COUP-TFII inh: NR2F2 transcriptional activity inhibitors, primary screen, cell-based, luciferase reporter, HEK293T, luminescence | COUP transcription factor 2 (Homo sapiens), P24468 | AID 686940, 2013 | actives 0.7% (n = 370,000) | HEK293T NGFI-A luciferase reporter | inhibition, % at 8.6 µM;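 active = inhibition above a per-plate cutoff, mean inhibition of test wells between control levels plus 3 SD, cut at about 38% in these data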;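 note: cells cotransfected with COUP-TFII expression vector driving the NGFI-A reporter; 0% = median of COUP-TF2 test wells and 100% = reporter-only cells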
NOD2-RIPK2 inh: NOD2-RIPK2 binding disruptors in cells, primary screen, fluorescence, CHO cells, BLA complementation | CCF4 ratio | inhibition, % at 4.98 µM | actives 0.38% (n = 360,000) | AID 624267, 2012; in the data active = inhibition above about 21%;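 note: 0% = vehicle only and 100% = reference blocker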
NCOA2 inhibitor: inhibition of GAL4-SRC2 driven luciferase reporter, primary screen, SRC2 inhibitor project, cell-based, luminescence; AID 651957, 2012; HEK293 GAL4-SRC2 luciferase reporter; actives 0.17% (n = 370,000); Nuclear receptor coactivator 2 (Homo sapiens), Q15596; inhibition, % at 9 µM;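 active = inhibition above the mean inhibition of all tested compounds plus 3 SD, set per campaign, cut at about 52% in these data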;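 note: 0% = DMSO treated cells and 100% = cells given Gossypol at 36 µM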
Target sequence (Q15596 whole entry, looked up, the tested form may be a part): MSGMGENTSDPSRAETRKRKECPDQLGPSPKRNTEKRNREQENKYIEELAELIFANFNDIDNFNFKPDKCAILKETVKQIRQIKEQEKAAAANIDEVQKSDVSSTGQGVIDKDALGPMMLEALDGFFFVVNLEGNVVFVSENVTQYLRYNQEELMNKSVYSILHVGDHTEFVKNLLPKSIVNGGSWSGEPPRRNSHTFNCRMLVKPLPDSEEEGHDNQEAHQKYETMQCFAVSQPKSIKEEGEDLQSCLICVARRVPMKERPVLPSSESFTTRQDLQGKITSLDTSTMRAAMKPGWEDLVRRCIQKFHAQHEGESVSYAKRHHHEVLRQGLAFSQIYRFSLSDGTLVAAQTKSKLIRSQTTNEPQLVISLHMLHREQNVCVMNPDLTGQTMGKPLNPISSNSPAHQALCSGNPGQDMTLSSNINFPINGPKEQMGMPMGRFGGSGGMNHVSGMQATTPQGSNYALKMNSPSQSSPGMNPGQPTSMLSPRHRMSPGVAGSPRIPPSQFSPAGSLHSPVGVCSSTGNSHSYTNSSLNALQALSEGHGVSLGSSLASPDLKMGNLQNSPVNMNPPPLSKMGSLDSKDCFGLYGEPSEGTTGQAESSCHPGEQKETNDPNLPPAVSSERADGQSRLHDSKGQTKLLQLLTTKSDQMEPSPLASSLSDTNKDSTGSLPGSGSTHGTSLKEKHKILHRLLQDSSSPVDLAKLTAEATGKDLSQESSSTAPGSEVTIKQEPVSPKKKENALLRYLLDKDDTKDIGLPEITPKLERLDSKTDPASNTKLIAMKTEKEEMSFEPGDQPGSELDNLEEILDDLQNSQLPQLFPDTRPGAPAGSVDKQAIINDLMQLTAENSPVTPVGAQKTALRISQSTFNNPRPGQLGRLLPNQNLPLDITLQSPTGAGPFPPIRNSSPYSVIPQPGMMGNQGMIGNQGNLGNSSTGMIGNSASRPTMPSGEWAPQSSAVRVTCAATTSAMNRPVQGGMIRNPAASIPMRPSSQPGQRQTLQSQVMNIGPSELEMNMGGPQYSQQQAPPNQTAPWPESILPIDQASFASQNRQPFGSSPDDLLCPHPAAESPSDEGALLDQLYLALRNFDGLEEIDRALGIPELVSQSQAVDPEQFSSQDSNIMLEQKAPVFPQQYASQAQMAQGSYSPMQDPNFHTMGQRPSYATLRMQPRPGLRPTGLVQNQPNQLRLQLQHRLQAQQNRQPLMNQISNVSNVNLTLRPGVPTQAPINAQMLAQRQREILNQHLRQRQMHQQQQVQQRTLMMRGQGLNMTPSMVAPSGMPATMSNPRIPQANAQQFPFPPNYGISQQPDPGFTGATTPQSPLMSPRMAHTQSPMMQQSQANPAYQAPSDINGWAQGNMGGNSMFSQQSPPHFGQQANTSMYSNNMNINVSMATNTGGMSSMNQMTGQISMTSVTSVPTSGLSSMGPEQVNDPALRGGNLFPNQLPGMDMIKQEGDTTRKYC
SRC3 inh: SRC3 coactivator transcriptional activity inhibitors, primary screen, cell-based, luminescence | Nuclear receptor coactivator 3 (Homo sapiens), Q9Y6Q9 | HEK293 GAL4-SRC3 luciferase reporter | inhibition, % at 3.6 µM | actives 0.17% (n = 360,000);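 active = inhibition above a per-campaign cutoff, the mean of all compounds plus 3 SD, cut at about 60% in these data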;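 note: 0% = DMSO-treated cells and 100% = gossypol-treated cells at 36 µM; higher means less SRC3-driven luciferase light from the GAL4 reporter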
TWEAK Fn14 block: inhibitors of TWEAK-Fn14 signaling, primary screen, luciferase reporter cells, uHTS | TWEAK-stimulated Fn14 reporter cells, luciferase luminescence, 8 h | inhibition, % at 10 µM | actives 2% (n = 360,000); in the data active = inhibition above about 50%
* hit, by the source's call; · = not tested or not shown. Only part of the results is shown; count on the stated rates, not on these rows.

SMILES	TLR9-MyD88 inh	TROY signal inh	SRC1 inh	C8 TRAIL sens	NR5A2 inv ag	EBV LMP1 NFkB	COUP-TFII inh	NOD2-RIPK2 inh	NCOA2 inhibitor	SRC3 inh	TWEAK Fn14 block
CCC(=O)N1CCN(c2ccc(NC(=O)c3ccc(N4CCCC4)c([N+](=O)[O-])c3)cc2)CC1	-15	-3	-8	3	-3	-4	4	-13	1	12	4
Cc1cc(C)n2nc(C(=O)OCC(=O)N3C(C)CCCC3C)nc2n1 (stereo not drawn)	3	-6	-8	-16	4	-2	-5	-6	-22	13	1
O=C(c1c[nH]c(C(=O)N2CCN(Cc3ccccc3)CC2)c1)C1CCCCC1	0	15	-11	-5	18	-5	12	3	4	4	0
COC(=O)c1ccc(Oc2nc(N3CCCCC3)nc(N3CCOCC3)n2)cc1	6	-3	12	12	-58	-15	-9	-7	2	5	4
O=C(COC(=O)[C@H](Cc1ccccc1)NC(=O)c1cccs1)Nc1ccccc1C(F)(F)F	-2	-8	-25	4	-20	-4	0	-2	-7	22	18
Cc1cccc(NC(=O)COC(=O)CNC(=O)C2CCCCC2)c1	-8	-10	-10	-6	3	-5	-13	-8	-6	7	4
Cc1ccc(C(=O)N2CCCC(Nc3ccc(C(C)C)cc3)C2)cn1 (stereo not drawn)	-3	10	-28	-7	7	11	6	-6	-16	10	-12
CN(C)Cc1cccc(-c2ccccc2)c1O	-1	8	-9	-23	16	9	3	-12	-26	-12	0
CCn1c(CNC(=O)COc2c(C)cccc2C)nnc1SCC(=O)Nc1nccs1	0	24	2	-2	2	-12	3	-5	0	2	21
CC(=O)Nc1ccc(NC(=O)CCCNC(=O)c2ccc(Cl)cc2)cc1	-9	6	-31	-12	-14	-2	-3	-8	-20	-10	14
O=C(CCOc1ccccc1)Nc1ccc(S(=O)(=O)Nc2ncccn2)cc1	4	-12	4	13	3	2	11	-8	-20	-2	9
O=C(NCc1ccccn1)c1cccn1-c1ncc(C(F)(F)F)cc1Cl	1	-4	-7	-4	-6	-7	5	-9	8	16	16
COc1ccc(C(=O)NCC(=O)NCC(=O)OCc2ccc(Cl)cc2)cc1	-8	17	-11	-12	-5	7	4	-9	-7	0	-4
Oc1ccc(Br)c(CN2CCN(c3ncc(Cc4ccccc4)cn3)CC2)c1	·	·	·	4	-1	·	-5	-3	3	·	·
O=C(NCc1cn2ccsc2n1)c1c(F)cccc1Cl	11	-12	-25	-9	-17	-6	2	-1	8	-12	6
CCOc1cc(N2CCOCC2)c(OCC)cc1NC(=O)c1c(C)noc1C	1	-10	3	11	-9	1	-12	4	-11	11	-31
O=C(O)c1ccc2c(c1)OCCO2	5	·	2	-3	-8	1	5	-44	-5	7	-5
CCCc1nc(N)c(C#N)c(-c2ccco2)c1CC	4	8	-7	-7	-54	2	-5	0	-30	-10	25
CCOC(=O)C(C#N)C(=N)C1C(=O)OC2CCCCC21 (stereo not drawn)	2	0	-7	-6	4	-2	-8	6	-9	-12	-17
CCOCCCNC(=O)Cc1c(C(=O)O)[nH]c2ccc(Cl)cc12	1	-2	2	14	-1	2	6	0	-23	-1	-1
CC[C@@H](C)[C@@H]1CN([C@@H](C)CN2CCC[C@H]2CN2C(N)=NC[C@H]2C(C)C)C(=N)N1CCc1ccc(Cl)c(Cl)c1	4	-2	-13	-12	7	6	13	2	13	-5	5
Cc1cccn2c(=O)c(C=O)c(N3CCN(c4ccccc4)CC3)nc12	4	14	-6	5	4	-17	9	4	-18	-1	6
Cc1ccc(S(=O)(=O)N2[C@@H](c3cccc(Cl)c3)C(C(=O)O)=CC[C@H]2c2ccc(Cl)c(Cl)c2)cc1	5	42	9	5	11	0	2	-6	2	8	23
COc1ccc(C2CC(c3ccccc3)=NN2C(=O)c2cccs2)cc1 (stereo not drawn)	-6	-68	-43	8	-74	-14	10	5	-71	-31	-18

Compounds shown so far with a thiophene ring, fused or not:
SMILES	TLR9-MyD88 inh	TROY signal inh	SRC1 inh	C8 TRAIL sens	NR5A2 inv ag	EBV LMP1 NFkB	COUP-TFII inh	NOD2-RIPK2 inh	NCOA2 inhibitor	SRC3 inh	TWEAK Fn14 block
O=C(COC(=O)[C@H](Cc1ccccc1)NC(=O)c1cccs1)Nc1ccccc1C(F)(F)F	-2	-8	-25	4	-20	-4	0	-2	-7	22	18
COc1ccc(C2CC(c3ccccc3)=NN2C(=O)c2cccs2)cc1 (stereo not drawn)	-6	-68	-43	8	-74	-14	10	5	-71	-31	-18

Additional compounds follow:
SMILES	TLR9-MyD88 inh	TROY signal inh	SRC1 inh	C8 TRAIL sens	NR5A2 inv ag	EBV LMP1 NFkB	COUP-TFII inh	NOD2-RIPK2 inh	NCOA2 inhibitor	SRC3 inh	TWEAK Fn14 block
c1ccc(CSc2nnc(-c3ccco3)n2Cc2ccccc2)cc1	-43	-7	-48	2	-72	-41	-33	4	-55	-25	-23
CC(=O)Nc1cc(-c2cccc(C(=O)NCCN(C)C)c2)cn2c(-c3ccc(F)c(Cl)c3)cnc12	·	-24	-1	33	8	·	-4	-3	-17	9	-67
COc1cccc(COC(=O)C2CC(=O)N(Cc3ccco3)C2)c1OC (stereo not drawn)	7	-5	-11	13	45	12	-2	-3	-8	-11	-75
CC(=O)Nc1cccc(NC(=O)c2ccc(COc3ccccc3)cc2)c1	-1	-52	-113	12	-141	-40	-44	5	-41	-107	-7
NC(=O)C1CCN(C(=O)c2cnn(-c3ccccc3)c2NC(=O)c2cccc(F)c2)CC1	-7	14	0	-32	-25	3	15	-6	-5	-7	-18
Cc1ccccc1OCCNC(=S)Nc1ccccc1	-1	-10	14	12	-4	1	0	4	2	3	9
O=C(Cc1cccs1)NCc1cccs1	-2	-29	-9	-14	-21	-11	·	5	·	-6	10
COCCN(CC(=O)NCc1ccccc1)C(=O)CCC(=O)Nc1ccccn1	-2	-3	-7	7	-2	10	-8	2	0	19	-1
Cc1cc2n(n1)C(c1sccc1C)Nc1ccccc1-2 (stereo not drawn)	6	-31	-29	2	-1	3	-10	-4	-17	2	1
COc1ccc(CCNC(=O)CSCc2ccc(Br)cc2)cc1OC	5	1	4	8	-4	4	-2	2	12	1	-25
CC(NC(=O)C1CCCCC1)c1ccc2c(c1)OCCO2 (stereo not drawn)	3	-7	0	-3	-8	4	31	-4	8	7	2
COc1ccc(C(=O)NNC(=O)CSc2nnc3ccccn23)cc1OC	9	-6	-1	-17	6	-5	-15	-10	-5	-18	-5
Cc1cc(C)nc(SCc2cccc(C(=O)O)c2)n1	3	-10	-81	-9	-9	-9	8	-4	17	9	18
Cc1c(C(=O)N2CCCC2)c(S(=O)(=O)NCC(C)c2ccccc2)c(C)n1C (stereo not drawn)	-2	-3	-1	1	1	0	0	-6	22	4	-7
O=C(CSc1nc2ccccc2c(=O)n1CCCN1CCOCC1)Nc1cccc(S(=O)(=O)N2CCCCCC2)c1	5	2	19	35	5	6	15	-4	-11	14	34
O=C(OCCO)c1c(C2=CCCCC2)oc2c1C(OCCO)CCC2 (stereo not drawn)	·	10	·	6	-9	·	-8	1	15	·	17
CC(=O)C1=NOC(CNC(=O)c2c(-c3ccccc3Cl)noc2C)C1 (stereo not drawn)	-11	8	-2	4	4	3	-2	-4	-7	9	1
Cc1ccc(N2C(S)=C(C#N)C(=O)NC2c2cccs2)cc1 (stereo not drawn)	-3	-40	-14	-7	-10	-2	1	-12	-15	-20	13
Cc1ccc(C(=O)N2CCC(Cc3ccccc3)CC2)cc1[N+](=O)[O-]	-1	9	10	7	-3	3	7	-3	6	-4	5
CCC(=O)NC(Nc1cccc(C)n1)(C(F)(F)F)C(F)(F)F	-4	-8	-5	5	15	-20	0	6	-9	2	-14
CCCCCCN1C[C@H](O)[C@@H](n2cc(COC(=O)c3ccccc3)nn2)C[C@@H]1c1ccc(C)cc1	4	-11	15	-1	6	-6	21	11	6	6	-53
COc1ccc2[nH]c(C)c(CCN(Cc3cccs3)C(=S)Nc3ccccc3OC)c2c1	2	11	-5	-4	8	2	24	-13	-10	3	7
COc1ccc(C(=O)N2CCC(C(=O)c3c(C)cc(C)cc3C)CC2)cc1	-8	8	-8	2	8	0	11	8	16	12	-10
C/C(=N\NS(=O)(=O)c1ccc(Cl)c([N+](=O)[O-])c1)c1ccc(C)o1	4	15	-16	-32	8	-6	-4	1	-48	9	5
Cn1c(=O)c2c(SCC(=O)Nc3cccc(F)c3)nc(-c3ccco3)nc2n(C)c1=O	4	-5	5	-10	11	8	22	-12	16	-1	-17
Cc1ccc(CNC(=O)CCn2cc(-c3ccc(C)cc3)nc2CCN)cc1	2	11	-1	-25	19	-2	4	-1	8	-32	-16
CCCNC(=O)C1CCN(S(=O)(=O)c2cccc3nonc23)CC1	-6	-14	-2	2	11	-1	-8	-8	-9	-3	9
CCOC(=O)N1CCN(C(=O)c2ccccc2NC(=O)c2ccc(OC)cc2)CC1	3	16	11	1	-6	15	11	1	-5	-2	-4
COc1ccc2nc(NC(=O)CSc3n[nH]c(N)n3)sc2c1	0	-31	-33	36	-32	-14	-20	-3	2	-41	5
Cc1cc(NC(=O)COC(=O)c2ccco2)no1	-4	3	-10	-9	1	4	13	1	-26	7	-2
CC1(NC(=O)Cc2ccc(S(=O)(=O)N3CCOCC3)s2)CCS(=O)(=O)C1 (stereo not drawn)	-2	0	-7	5	17	6	2	-1	-28	27	-1
c1ccc(-c2cnnn2-c2ccccc2)cc1	3	15	-11	1	14	-2	-16	1	-22	2	2
Cc1ccc(-c2csc3nnc(SCC(=O)N4CCN(Cc5ccccc5)CC4)n23)cc1	-4	-23	-11	6	-22	0	14	-1	-6	10	-7
CNCC(O)c1ccc(O)c(O)c1 (stereo not drawn)	1	2	-18	0	9	0	-57	17	-31	-16	-39
CS(=O)(=O)Nc1ccc(F)cc1	·	-6	·	-20	-3	·	4	1	-29	·	-15
COc1ccccc1NC(=S)NCC1CCCO1 (stereo not drawn)	2	-21	6	-1	5	-4	21	8	-1	8	1
Cc1ccc(S(=O)(=O)NCC(=O)NCC(=O)N2CCC(C)CC2)cc1	0	3	13	-4	1	2	11	-4	12	2	4
Cc1cc(-c2nnc(CCC(=O)N(C)Cc3cccc4ccccc34)o2)no1	7	-27	-17	-9	-22	5	6	-9	-10	-1	-8
CC(C(=O)Nc1cccnc1)n1cc([N+](=O)[O-])cn1 (stereo not drawn)	7	9	-18	-4	1	5	11	-13	-1	24	-21
